Screening data (PubChem BioAssay)
IMP-1 inhibitor: inhibitors of Pseudomonas aeruginosa IMP-1 metallo-beta-lactamase; 290,000 compounds, 0.45% hits; inhibition, % at 5.6 µM; purified IMP-1, nitrocefin hydrolysis, epi-absorbance fluorescence;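 active means inhibition above the mean plus 3 SD of all compounds in the same screening run, cut at about 4.5% in these data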;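 further: 0% = IMP-1 with DMSO and 100% = DMSO wells lacking enzyme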
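System: Purified recombinant IMP-1 metallo-beta-lactamase enzyme | Measured by: Fluorescence quenching readout, ex 480/em 530 nm | Replication: Singlicate | Incubation: 15 min preincubation plus 25 min reaction at 25 °C | Evaluation: Percent inhibition from optical density relative to buffer-blank wells | Benchmarks: DMSO with and without IMP-1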
HCV NS3 hel inh: HCV NS3 helicase inhibition; inhibition, % at 10.9 µM; NS3 helicase DNA unwinding, Cy5 molecular beacon fluorescence; 290,000 compounds, 0.56% hits;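 active means inhibition above the mean of all tested compounds plus 3 SD, set per campaign, cut at about 35% in these data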;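 further: 0% = DMSO wells and 100% = thioflavine S control wells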
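System: HCV NS3 helicase fragment; control set: DMSO and thioflavine S; technique: Cy5 fluorescence at 0 and 60 min, beacon hairpin quenching; reagent: beacon DNA duplex substrate plus ATP; replicates: singlicate; schedule: 1 h reaction at 25 °C, ATP-initiated; medium: MOPS buffer pH 6.5 with MgCl2, DTT, Tween20, BSA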
V1aR counter: counter-screen for oxytocin receptor agonists: human V1a receptor agonists; P37288; CHO-V1R cells, Fluo-8 calcium fluorescence, agonist mode; 0% DMSO, 100% 3 nM vasopressin; activation, % at 3 µM; 320,000 compounds, 0.25% hits;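 active means activation above the mean activation of all tested compounds plus 3 SD, per screening run, cut at about 20% in these data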;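 further: signal is peak over basal fluorescence ratio across a 100 second FLIPR read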
Target sequence (P37288 whole entry, looked up): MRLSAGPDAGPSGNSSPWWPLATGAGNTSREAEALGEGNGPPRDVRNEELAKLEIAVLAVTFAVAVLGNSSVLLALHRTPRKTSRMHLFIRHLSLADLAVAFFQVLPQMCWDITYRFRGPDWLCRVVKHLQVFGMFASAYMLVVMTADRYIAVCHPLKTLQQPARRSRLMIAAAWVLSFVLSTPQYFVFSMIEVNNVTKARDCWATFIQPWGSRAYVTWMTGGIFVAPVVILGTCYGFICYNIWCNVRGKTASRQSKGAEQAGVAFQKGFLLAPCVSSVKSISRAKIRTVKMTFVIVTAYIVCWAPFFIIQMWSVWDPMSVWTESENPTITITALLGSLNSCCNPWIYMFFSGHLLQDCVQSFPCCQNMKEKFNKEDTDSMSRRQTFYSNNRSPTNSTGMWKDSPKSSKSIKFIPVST
GPR7 antagonist: human neuropeptides B/W receptor 1 antagonism; P48145; GPR7-expressing cells, fluorescence antagonist assay; inhibition, % at 4.4 µM; 290,000 compounds, 1.1% hits; in the data active means inhibition above about 16%, passing the limit was not always enough;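 further: cells stimulated with the agonist NPW; 0% = agonist with vehicle and 100% = vehicle without agonist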
Target sequence (P48145 whole entry, looked up): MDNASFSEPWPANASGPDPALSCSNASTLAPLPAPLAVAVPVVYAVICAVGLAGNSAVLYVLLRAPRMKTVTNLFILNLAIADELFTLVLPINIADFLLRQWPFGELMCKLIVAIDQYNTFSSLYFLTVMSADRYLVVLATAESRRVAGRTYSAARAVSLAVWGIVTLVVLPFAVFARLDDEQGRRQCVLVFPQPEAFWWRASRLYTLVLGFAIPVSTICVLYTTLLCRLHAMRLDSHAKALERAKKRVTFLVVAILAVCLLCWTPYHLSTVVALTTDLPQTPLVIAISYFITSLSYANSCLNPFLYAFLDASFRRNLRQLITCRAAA
FID counter: displaces DNA intercalator in HCV helicase counter-screen; inhibition, % at 7.9 µM; 290,000 compounds, 0.17% hits; DNA fluorescent intercalator displacement, fluorescence; AID 1845; in the data active means inhibition above about 37%;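 further: 0% = vehicle and 100% = reference compound; higher means more ethidium bromide displaced from hairpin DNA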
PHOSPHO1 block: inhibitors of human PHOSPHO1 phosphatase. Q8TCT1. recombinant PHOSPHO1, absorbance phosphatase assay. inhibition, % at 13.3 µM. 290,000 compounds, 1.1% hits. AID 1565; in the data active means inhibition above about 60%
Target sequence (Q8TCT1 whole entry, looked up): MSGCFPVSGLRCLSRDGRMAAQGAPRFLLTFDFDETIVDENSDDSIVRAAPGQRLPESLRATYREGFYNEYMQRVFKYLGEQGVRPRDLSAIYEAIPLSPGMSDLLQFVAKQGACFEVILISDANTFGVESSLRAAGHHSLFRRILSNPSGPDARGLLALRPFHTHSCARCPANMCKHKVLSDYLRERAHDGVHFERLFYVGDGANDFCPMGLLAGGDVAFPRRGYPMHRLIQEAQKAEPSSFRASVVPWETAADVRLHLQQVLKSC
VIM-2 inh: inhibitors of Pseudomonas aeruginosa VIM-2 metallo-beta-lactamase; purified VIM-2, nitrocefin hydrolysis, epi-absorbance fluorescence; inhibition, % at 5.6 µM; 290,000 compounds, 0.89% hits;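 active means inhibition above the mean of all tested compounds plus 3 SD, cutoff set per screening run, cut at about 7.5% in these data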;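 further: red hydrolysis product quenches plate fluorescence so inhibitors raise well fluorescence; 0% = enzyme with DMSO and 100% = DMSO without enzyme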
OXTR agonist: human OXTR agonism | CHO-OTR cells, Fluo-8 calcium fluorescence; normalized: DMSO 0%, oxytocin 100% | P30559 | 320,000 compounds, 0.32% hits | activation, % at 3 µM;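 active means activation above the mean of all tested compounds plus 3 SD, cutoff set per screening run, cut at about 20% in these data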;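 further: peak over basal fluorescence ratio from a 100 s FLIPR kinetic read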
GalR3 antagonist: antagonists of human GalR3. O60755. HEK293 GalR3-CNG cAMP membrane potential fluorescence; galR3 body fused to GalR1 C-terminus. inhibition, % at 3 µM. 360,000 compounds, 0.44% hits;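 active means inhibition above the screen-wide average plus 3 SD, cut at about 13% in these data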;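 further: forskolin and galanin both at EC90 stimulate the cells; cAMP rise reported by CNG channel membrane potential dye signal; 0% = forskolin plus galanin with DMSO and 100% = forskolin alone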
Numbers without * were called inactive; · = no result given. The order is random. About 4.3% of those tested had a hit in this group.

Molecule	IMP-1 inhibitor	HCV NS3 hel inh	V1aR counter	GPR7 antagonist	FID counter	PHOSPHO1 block	VIM-2 inh	OXTR agonist	GalR3 antagonist
Cc1nn(C(C)C)c(C)c1CN1CCC(C(=O)Nc2cccc(-c3cccc(F)c3)c2)CC1	-1.2	-42.2	3.2	6.7	31.6	23.8	0.4	3.7	-4.6
CCOC(=O)C1CCN(C(=O)c2ccc(CNS(=O)(=O)c3ccc(C)cc3)cc2)CC1	-0.4	-1.1	0.3	9.4	-42.2	-12.7	1.8	-1.7	-10.8
Cn1c(SCC(=O)NC(C)(C)C)nnc1-c1cnccn1	-1.1	-7.5	0.1	4.5	2.9	5.5	-2.9	2.2	1.8
Cc1cc(N2CCN(C)CC2)nc2ccc(NC(=S)NCCN3CCc4ccccc4C3)cc12	-1.1	-32.5	1.9	0.3	37.8*	-16.4	1.2	0.9	4.0
COc1c(N2CCN(C(=S)NC3CC4CCC3C4)C(C)C2)c(F)cc2c(=O)c(C(=O)O)cn(C3CC3)c12 (stereo unspecified)	-3.7	-2.2	-0.3	-16.3	-5.1	23.9	-3.0	-1.0	-5.8
Cc1ccc(NC(=S)N2CCN(S(C)(=O)=O)CC2)cc1Cl	-1.2	-2.2	2.5	-1.6	-7.7	-5.1	0.4	0.5	-0.1
CCCCn1cnc2c(oc3ccccc32)c1=O	-4.7	-6.2	·	2.7	-2.6	38.1	-3.1	·	-7.8
CCOC(=O)CC1CCCCN1C(=O)c1ccc2oc(CCc3ccccc3)nc2c1 (stereo unspecified)	-4.5	1.9	2.0	8.2	-60.4	3.9	-0.5	0.2	-9.2
Cc1ccc2nc(NCCc3ccccc3)c3nncn3c2c1	-2.6	-9.0	·	-11.5	-9.5	5.3	-3.0	·	-7.4
COc1ccc2c(=O)c(N3C(=O)c4ccccc4C3=O)c(C)oc2c1	-5.7	3.9	1.1	0.9	-0.9	10.2	-2.1	-1.0	-0.8
Cc1ccccc1NS(=O)(=O)c1ccc2oc(=O)ccc2c1	-2.1	-6.4	1.9	-5.3	5.0	19.2	-1.6	0.1	-0.9
COc1ccc(NC(=O)c2nc(-n3nc(C)cc3C)ccc2Cl)cc1Cl	-0.4	-7.7	-0.8	10.4	1.6	4.9	0.3	-3.2	-4.4
Cc1ccc(C)c(CSC2=NN3CCCC(=O)N=C3S2)c1	-2.6	-8.3	-0.6	-20.6	-27.0	51.2	-2.6	-0.1	-0.3
Cc1ccccc1NC(=O)CN1CCN(C(=O)c2ccco2)CC1	-1.3	-2.3	-0.7	-8.1	-5.9	46.2	-2.3	0.5	-1.5
Cn1cc(Cl)c(C(=O)Nc2nc3ccc(Cl)cc3s2)n1	-3.0	-11.2	0.9	-2.6	-0.7	-10.8	-1.1	0.5	-4.5
Cc1nn(CC(=O)Nc2ccc3c(c2)nc(CCN2CCCCC2)n3C)c(=O)c2ccccc12	1.6	-3.4	-0.1	8.0	4.0	-47.7	-2.7	-0.1	-4.5
CCOc1ccc2c(c1)/C(=N/N1C(=O)c3ccccc3C1=O)C(=O)N2	-0.9	-1.4	0.5	-0.7	-13.8	-9.8	-3.6	0.3	-6.4
Cc1ccc(C(C)C)c(OCCSc2nc3ccccc3n2CC(=O)O)c1	-1.9	0.1	-0.2	5.2	-11.6	·	-1.3	-0.6	-7.6
CC(CCc1ccccc1)NCc1ccncc1 (stereo unspecified)	-2.8	-11.4	1.2	-15.1	-4.8	10.0	-3.3	2.4	-0.9
Cc1ccc(CN(C(=O)COc2ccc(Br)cc2)C2CCS(=O)(=O)C2)o1 (stereo unspecified)	-1.1	-4.1	1.3	5.6	-40.9	18.4	-2.5	1.4	0.5
C=CCn1c(=S)[nH]c2scc(-c3ccc(C)o3)c2c1=O	-5.6	19.2	4.5	-13.2	-8.2	-96.0	-3.6	2.0	-4.8
COc1ccc(NC(=O)c2ccc(NC3CC(=O)N(c4ccc(C)cc4C)C3=O)cc2)cc1 (stereo unspecified)	-4.0	3.8	9.5	-7.5	-18.9	-3.1	-2.1	9.9	-5.5
C=CCOn1c(C)c(C(C)=O)c2c3nonc3ccc21	-2.6	-2.4	-1.0	0.3	0.2	0.5	0.7	-2.6	-1.4
COc1ccc(S(=O)(=O)N2CCN(C)CC2)cc1C	-3.4	12.1	-0.7	-8.5	-1.1	-3.3	-1.0	-1.2	2.7
CC(C(=O)NC(=O)NCc1ccccc1)N1C(=O)c2ccccc2C1=O (stereo unspecified)	2.4	-0.9	0.1	-12.6	-3.8	-7.5	-0.3	0.4	-0.3
CCS(=O)(=O)C(=C1NCCO1)S(=O)(=O)CC	-1.9	1.7	0.8	-11.1	0.3	-10.4	-3.7	-0.6	-0.8
CC#CCN1c2ccccc2[C@]23C[C@@H](C(=O)OC)N(C(=O)c4ccco4)C2=NC(C(=O)OC)=C(C(=O)OC)[C@H]13	·	·	-0.3	·	·	0.1	·	-1.4	-2.6
OC(CN1CCN(C(c2ccccc2)c2ccccc2)CC1)c1ccc(Br)cc1 (stereo unspecified)	-2.3	-48.1	-0.1	-40.6	7.3	31.3	-4.0	-0.9	-7.2
O=C1CC(c2ccco2)Cc2nc(N3CCN(Cc4ccc5c(c4)OCO5)CC3)ncc21 (stereo unspecified)	-2.8	-0.8	2.8	-1.8	-6.8	-55.7	-3.0	2.1	6.0
Cc1ccnc(NC(=O)c2ccccc2[N+](=O)[O-])c1	-2.7	-1.5	0.2	-11.7	-2.2	11.4	-2.4	-0.4	-2.8

Next structures follow:
Molecule	IMP-1 inhibitor	HCV NS3 hel inh	V1aR counter	GPR7 antagonist	FID counter	PHOSPHO1 block	VIM-2 inh	OXTR agonist	GalR3 antagonist
O=C(Cn1cnc2c(cnn2-c2ccc(F)cc2)c1=O)NCCc1ccccc1	-3.4	0.6	0.4	16.9	1.2	-5.3	-3.7	-0.1	0.9
O=C(Cn1ncc2c1-c1ccccc1OC2)Nc1ccc(S(=O)(=O)N2CCCCC2)cc1	-5.4	-8.4	3.1	-4.7	-19.4	4.3	-1.7	5.2	·
Cc1cccc(CS(=O)(=O)c2ncc(Cl)c(C(=O)Nc3nnc(C(C)C)s3)n2)c1	-2.4	5.7	-0.4	-17.7	-62.9	1.2	-4.7	-1.5	·
Cc1cc(/C=C2\C(=N)N3N=C(c4ccco4)SC3=NC2=O)c(C)n1Cc1ccccc1	-1.6	24.1	54.2*	1.7	-17.4	12.2	-0.6	36.1*	-6.5
C=CCn1c(O)c(N=NC(=O)c2cccnc2)c2cc(Br)ccc21	0.9	13.4	-0.8	6.3	-5.3	29.8	4.3	-0.7	6.4
CCC(C)n1c(-c2cccs2)nc2nc3ccccc3nc21 (stereo unspecified)	0.0	-0.6	-2.0	-8.7	-7.4	-46.9	-0.3	-1.8	-0.7
COc1ccc(CCNC(=O)CSc2nnc3ccc(-c4ccncc4)nn23)cc1	-2.6	-14.4	-0.3	-9.7	-11.9	41.7	-3.5	-1.7	-4.0
O=Cc1cn(-c2ccccc2)nc1-c1cc2c(ccc3ccccc32)oc1=O	-1.5	6.1	0.8	-10.0	-2.1	-3.9	-0.3	1.1	-3.0
Cn1cc(S(=O)(=O)Cc2ccc(F)cc2)c2ccccc21	-2.0	1.9	1.1	-8.8	-9.8	30.6	0.2	-0.4	·
O=C(Cc1ccc(F)cc1)N(c1ccccc1)C1C=CS(=O)(=O)C1 (stereo unspecified)	-1.9	-2.4	3.3	4.2	-3.5	32.9	-1.3	0.0	-3.6
O=C(COc1ccccc1)Nc1ccc(S(=O)(=O)N2CCOCC2)cc1	-1.9	-5.6	1.9	0.8	0.7	4.1	-1.4	0.5	-3.5
COc1cc(C(=O)NCCc2ccc3c(c2)OCCO3)ccc1OCC(=O)N1CCOCC1	-2.7	-6.6	-0.6	3.4	-17.2	-20.1	-3.4	0.1	-2.9
CN1CC(=O)N(C)c2ncn(Cc3ccccc3)c2C1=O	-1.4	7.5	0.5	-3.1	-5.0	17.4	-3.4	0.4	-1.4
COc1ccc(NC(=O)NC(c2ccccc2)c2ccccc2)c(OC)c1	-2.8	1.5	0.8	-0.1	-2.0	31.3	-3.0	0.4	-0.5
COc1cc(S(=O)(=O)N2CCOCC2)ccc1N	-3.1	5.3	0.6	-1.6	12.2	-0.7	-2.8	0.0	-0.1
Nc1nonc1-n1nnc(C(=O)N/N=C/c2ccc(OCc3ccccc3F)cc2)c1CN1CCCCC1	0.2	-43.7	0.5	6.1	-8.9	22.5	-0.3	0.4	0.7
CC(=O)c1ccc(-n2ccnc2)cc1	-1.5	5.0	-0.4	-10.4	-1.3	3.1	0.4	0.1	-1.4
CSc1ncccc1C(=O)Nc1nc2ccc(S(C)(=O)=O)cc2s1	-0.8	9.9	1.4	-12.8	-4.8	-0.9	-0.3	1.9	-0.1
CC(=O)Oc1cc(OC(C)=O)c2c(=O)c(-c3ccc4c(c3)OCCCO4)c(C)oc2c1	-2.1	-8.4	1.4	-6.2	-22.4	-2.1	-2.7	-0.9	-1.5
Clc1ccc(-c2nnsc2SCc2ccccc2)cc1	-1.8	9.4	-0.4	1.1	1.1	-18.6	-0.6	2.6	-4.0
COc1ccc(NC(=O)CC23CC4CC(CC(Br)(C4)C2)C3)c(OC)c1	-4.4	9.6	-0.4	-7.0	-34.9	27.9	-2.0	0.1	-9.6
O=C(CC1Nc2cccc3cccc(c23)NC1=O)Nc1ccc(F)cc1 (stereo unspecified)	-1.9	22.6	-1.2	-19.7	-5.4	41.8	-1.4	-0.6	-6.2

Given field by field: part of the list above
Cc1cc(/C=C2\C(=N)N3N=C(c4ccco4)SC3=NC2=O)c(C)n1Cc1ccccc1
  IMP-1 inhibitor = -1.6	HCV NS3 hel inh = 24.1	V1aR counter = 54.2*	GPR7 antagonist = 1.7	FID counter = -17.4	PHOSPHO1 block = 12.2	VIM-2 inh = -0.6	OXTR agonist = 36.1*	GalR3 antagonist = -6.5
COc1ccc(NC(=O)CC23CC4CC(CC(Br)(C4)C2)C3)c(OC)c1
  IMP-1 inhibitor = -4.4	HCV NS3 hel inh = 9.6	V1aR counter = -0.4	GPR7 antagonist = -7.0	FID counter = -34.9	PHOSPHO1 block = 27.9	VIM-2 inh = -2.0	OXTR agonist = 0.1	GalR3 antagonist = -9.6
